SRC3 inh: SRC3 coactivator transcriptional activity inhibitors, primary screen, cell-based, luminescence. Nuclear receptor coactivator 3 (Homo sapiens), Q9Y6Q9. HEK293 GAL4-SRC3 luciferase reporter. inhibition, % at 3.6 µM. 360,000 compounds, 0.17% hits. AID 588352, 2011;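 active = inhibition above a per-campaign cutoff, the mean of all compounds plus 3 SD, cut at about 60% in these data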;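 note: 0% = DMSO-treated cells and 100% = gossypol-treated cells at 36 µM; higher means less SRC3-driven luciferase light from the GAL4 reporter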
TLR9-MyD88 inh: inhibitors of TLR9-MyD88 association in cells, primary screen, cell-based, CHO, BLA complementation, fluorescence. Toll-like receptor 9 (Homo sapiens) + Myeloid differentiation primary response protein …. CCF4 FRET ratio. inhibition, % at 4.98 µM. 340,000 compounds, 0.21% hits;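 active = inhibition above the mean over all tested compounds plus 3 SD, cut at about 21% in these data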;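 note: 0% = DMSO only wells and 100% = clavulanate BLA inhibitor control wells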
Target sequence (Q99836 whole entry, looked up): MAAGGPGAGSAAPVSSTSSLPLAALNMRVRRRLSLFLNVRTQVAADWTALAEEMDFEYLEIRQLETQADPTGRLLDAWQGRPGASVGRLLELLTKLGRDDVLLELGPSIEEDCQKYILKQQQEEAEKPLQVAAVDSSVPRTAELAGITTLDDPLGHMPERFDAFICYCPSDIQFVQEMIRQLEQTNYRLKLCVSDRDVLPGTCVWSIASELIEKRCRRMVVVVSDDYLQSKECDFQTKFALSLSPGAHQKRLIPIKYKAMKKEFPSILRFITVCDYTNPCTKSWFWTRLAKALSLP
Target sequence (Q9NR96 whole entry, looked up): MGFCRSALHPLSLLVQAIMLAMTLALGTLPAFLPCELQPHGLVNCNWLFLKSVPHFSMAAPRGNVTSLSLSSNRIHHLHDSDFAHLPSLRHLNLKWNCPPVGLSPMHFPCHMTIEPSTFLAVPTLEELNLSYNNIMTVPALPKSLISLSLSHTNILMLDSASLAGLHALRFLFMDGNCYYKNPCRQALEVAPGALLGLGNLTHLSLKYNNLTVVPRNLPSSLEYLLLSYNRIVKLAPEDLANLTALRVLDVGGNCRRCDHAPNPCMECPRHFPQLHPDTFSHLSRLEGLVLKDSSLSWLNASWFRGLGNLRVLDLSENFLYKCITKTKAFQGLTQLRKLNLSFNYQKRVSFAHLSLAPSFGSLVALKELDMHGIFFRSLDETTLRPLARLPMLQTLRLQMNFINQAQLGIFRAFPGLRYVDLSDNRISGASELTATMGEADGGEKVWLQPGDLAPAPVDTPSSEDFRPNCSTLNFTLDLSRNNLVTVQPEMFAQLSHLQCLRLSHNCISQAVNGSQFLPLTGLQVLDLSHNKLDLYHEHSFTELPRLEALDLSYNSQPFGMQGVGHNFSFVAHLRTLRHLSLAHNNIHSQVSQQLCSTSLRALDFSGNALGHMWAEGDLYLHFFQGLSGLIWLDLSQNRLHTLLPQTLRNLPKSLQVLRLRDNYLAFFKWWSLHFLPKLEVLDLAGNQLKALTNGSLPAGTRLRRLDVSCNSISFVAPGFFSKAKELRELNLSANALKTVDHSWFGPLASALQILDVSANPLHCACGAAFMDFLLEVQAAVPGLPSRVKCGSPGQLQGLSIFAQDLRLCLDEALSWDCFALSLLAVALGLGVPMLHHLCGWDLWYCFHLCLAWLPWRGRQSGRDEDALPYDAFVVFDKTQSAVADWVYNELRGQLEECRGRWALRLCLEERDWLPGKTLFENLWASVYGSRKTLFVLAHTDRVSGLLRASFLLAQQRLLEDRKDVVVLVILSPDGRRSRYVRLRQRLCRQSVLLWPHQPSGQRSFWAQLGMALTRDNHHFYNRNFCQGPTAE
SRC1 inh: SRC1 coactivator transcriptional activity inhibitors, primary screen, cell-based, luminescence; Nuclear receptor coactivator 1 (Homo sapiens), Q15788; HEK293 GAL4-SRC1 luciferase reporter; inhibition, % at 3.6 µM; 360,000 compounds, 0.12% hits;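 active = inhibition above the campaign mean plus 3 SD, with each screening campaign given its own cutoff, cut at about 60% in these data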;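 note: 0% = DMSO treated cells and 100% = gossypol at 36 µM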
TWEAK-Fn14 inh: inhibitors of TWEAK-Fn14 signaling, primary screen, luciferase reporter cells, uHTS | AID 1159606, 2016 | 360,000 compounds, 2% hits | inhibition, % at 10 µM | TWEAK-stimulated Fn14 reporter cells, luciferase luminescence, 8 h; in the data active = inhibition above about 50%
NR2F2 inh: NR2F2 transcriptional activity inhibitors, primary screen, cell-based, luciferase reporter, HEK293T, luminescence; COUP transcription factor 2 (Homo sapiens), P24468; HEK293T NGFI-A luciferase reporter; inhibition, % at 8.6 µM; 370,000 compounds, 0.7% hits; AID 686940, 2013;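 active = inhibition above a per-plate cutoff, mean inhibition of test wells between control levels plus 3 SD, cut at about 38% in these data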;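 note: cells cotransfected with COUP-TFII expression vector driving the NGFI-A reporter; 0% = median of COUP-TF2 test wells and 100% = reporter-only cells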
NCOA2 inhibitor: inhibition of GAL4-SRC2 driven luciferase reporter, primary screen, SRC2 inhibitor project, cell-based, luminescence. Nuclear receptor coactivator 2 (Homo sapiens), Q15596. HEK293 GAL4-SRC2 luciferase reporter. inhibition, % at 9 µM. 370,000 compounds, 0.17% hits. AID 651957, 2012;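 active = inhibition above the mean inhibition of all tested compounds plus 3 SD, set per campaign, cut at about 52% in these data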;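 note: 0% = DMSO treated cells and 100% = cells given Gossypol at 36 µM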
Granule exo inh: LAMP-1 surface exposure blockers, TALL-104 cells – cell-based, flow cytometry, MLPCN library, primary screen; TALL-104 LAMP-1 surface exposure; cells stimulated with thapsigargin and PMA; inhibition, % at 10 µM; 360,000 compounds, 0.66% hits; AID 651702, 2012;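 active = inhibition above about 55%, limit read from the data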
NOD2 RIPK2 PPI: NOD2-RIPK2 binding disruptors in cells, primary screen, fluorescence, CHO cells, BLA complementation; CCF4 ratio; inhibition, % at 4.98 µM; 360,000 compounds, 0.38% hits; AID 624267, 2012; in the data active = inhibition above about 21%;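 note: 0% = vehicle only and 100% = reference blocker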
ABHD5 PLIN5 PPI: ABHD5-PLIN5 interaction inhibitors, primary screen, cell lysate, split luciferase complementation, luminescence | Perilipin-5 (Homo sapiens) + 1-acylglycerol-3-phosphate O-acyltransferase ABHD5 (Homo … | Split G. princeps luciferase complementation, 4 h | inhibition, % at 4 µM | 360,000 compounds, 0.78% hits;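 active = inhibition above the mean inhibition across every tested compound plus 3 SD, cut at about 22% in these data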;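 note: 0% = DMSO only wells and the 100% control is not disclosed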
TROY signal inh: inhibitors of TROY-driven NF-kB signaling, primary screen, Q293 LMP1-TROYcd cells, NF-kB luciferase, uHTS; Q293 LMP1-TROYcd NF-kB luciferase reporter, 4 h; inhibition, % at 10 µM; 360,000 compounds, 0.98% hits;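 active = compounds whose plate-normalised and pattern-corrected inhibition of the luciferase reporter signal at the single screening dose is 50% or more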
LRH-1 inv ag: LRH-1 (NR5A2) inverse agonists, primary screen, cell-based, luminescence, HEK293T, StAR-luciferase reporter; LRH-1 transfected, 24 h; inhibition, % at 3.6 µM; 360,000 compounds, 0.13% hits; Nuclear receptor subfamily 5 group A member 2 (Homo sapiens), O00482;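 active = inhibition above the mean inhibition of all tested compounds plus 3 SD, cut at about 73% in these data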;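 note: 0% = DMSO wells and 100% = reporter-only cells lacking LRH-1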
Numbers without * were called inactive; · = no result given. An excerpt (hit frequency here may not be typical).

SMILES	SRC3 inh	TLR9-MyD88 inh	SRC1 inh	TWEAK-Fn14 inh	NR2F2 inh	NCOA2 inhibitor	Granule exo inh	NOD2 RIPK2 PPI	ABHD5 PLIN5 PPI	TROY signal inh	LRH-1 inv ag
O=C(c1cccc(C(F)(F)F)c1)c1c[nH]c(C(=O)NCC2CCCO2)c1 (stereo not given)	11.3	-8.8	3.9	-8.4	-25.0	-3.1	-1.9	3.7	2.1	2.0	-4.1
Nc1ccn(-c2ccc(Cl)cc2)c(=O)c1	8.2	-6.2	-9.2	7.6	-0.2	-17.5	-6.1	2.8	-0.8	-6.8	13.0
COCc1c(C(=O)N/N=C/c2ccncc2)nnn1-c1nonc1N	7.0	-1.1	13.3	-6.7	6.4	-7.7	-12.1	0.5	-1.6	10.3	8.9
C/C(=N\NC(=O)CCc1ccc(S(=O)(=O)N2CCOCC2)cc1)c1ccc(OC(F)F)cc1	10.8	4.7	3.6	-9.0	-0.9	-3.0	-4.1	-8.3	0.7	-8.0	17.7
Cn1ncc([N+](=O)[O-])c1C(=O)n1nnc2ccccc21	-8.3	-0.1	0.7	10.8	-3.9	-7.1	3.7	-0.1	1.5	-15.4	3.2
CCOc1cc(-c2nc(C)c(C(C)=O)n2O)ccc1OCC(=O)Nc1cccc(C)c1	11.9	0.0	1.0	1.3	27.0	-5.4	0.4	-6.7	2.7	7.3	-2.1
O=C1c2ccccc2[C@@H]2CC(O)C(O)CCN12 (stereo not given in full)	6.4	-2.0	-6.1	-2.6	9.5	12.6	3.1	-4.0	5.5	3.1	-6.8
O=C(Nc1ccc(C(F)(F)F)cn1)Nc1cccs1	-2.7	-4.1	-35.9	2.8	3.6	-31.8	0.5	8.5	-3.2	-40.4	-37.0
Cc1ccc(S(=O)(=O)N2CCC(C(=O)C3C(=O)CC(C)(C)CC3=O)CC2)cc1	-12.4	-4.6	-0.6	4.3	-2.4	3.0	-1.2	2.4	0.8	-10.1	-1.2
C=CC[C@@H](CC(=O)N[C@@H](CO)Cc1ccccc1)C(=O)N[C@H](COC(=O)[C@H](CC=C)CC(=O)OC(C)(C)C)Cc1c[nH]c2ccccc12	0.5	-3.5	5.0	21.3	-5.4	-10.9	-13.2	-1.7	-3.8	24.3	26.9
Nc1nc(-c2ccc(NC(=O)c3ccco3)cc2)cs1	-86.8	4.7	-109.3	-9.7	-11.8	-56.9	10.4	-11.9	-10.5	-22.0	-156.4
CCC1NC(=O)c2cc3ccccc3cc2-n2c1nc1cc(F)ccc1c2=O (stereo not given)	-7.4	6.4	-2.0	-6.4	15.9	-13.7	-0.9	-0.9	0.0	-0.1	-10.7

The last 2 records of the part above are carried over, then new ones follow.
SMILES	SRC3 inh	TLR9-MyD88 inh	SRC1 inh	TWEAK-Fn14 inh	NR2F2 inh	NCOA2 inhibitor	Granule exo inh	NOD2 RIPK2 PPI	ABHD5 PLIN5 PPI	TROY signal inh	LRH-1 inv ag
Nc1nc(-c2ccc(NC(=O)c3ccco3)cc2)cs1	-86.8	4.7	-109.3	-9.7	-11.8	-56.9	10.4	-11.9	-10.5	-22.0	-156.4
CCC1NC(=O)c2cc3ccccc3cc2-n2c1nc1cc(F)ccc1c2=O (stereo not given)	-7.4	6.4	-2.0	-6.4	15.9	-13.7	-0.9	-0.9	0.0	-0.1	-10.7
COc1ccc(CNC(=O)c2ccc3c(c2)N(C)CCS3)cc1	1.8	-3.8	-3.4	-10.7	-2.8	-12.5	-5.4	-5.3	-4.6	-6.9	-21.0
O=C1CSC(c2ccccc2F)N1c1cc(Cl)ccc1O (stereo not given)	25.5	-7.1	-39.0	11.2	1.4	13.5	-9.9	10.2	-3.4	3.6	4.6
COc1ccc(-c2csc(C(O)c3ccc(F)cc3)n2)cc1 (stereo not given)	-49.8	·	-35.8	-23.6	-40.4	-89.9	2.3	-17.1	-2.1	-53.7	-62.6
CC1CCCCN1C(=O)CSc1nc2ccccc2[nH]1 (stereo not given)	-1.6	0.5	-16.5	-6.6	-11.0	-7.8	-7.4	-8.5	-1.5	-22.6	7.4
O=C1CCCc2oc3ccc(NS(=O)(=O)c4cccc5cccnc45)cc3c21	3.3	-11.1	-12.2	17.9	11.6	1.6	-4.9	1.7	4.1	32.6	-8.1
C[C@]1(CO)CCC[C@@]2(C)C1CC[C@@H](CO)[C@@H]2CCc1ccoc1 (stereo not given in full)	-18.2	-2.6	-47.8	6.7	4.1	-14.9	36.9	0.6	7.7	22.7	-0.7
Cc1cccnc1C1=NOC(Cc2ccccc2)C(=O)N1Cc1ccc2c(c1)OCO2 (stereo not given)	7.9	·	0.5	-11.4	7.3	-5.1	0.5	1.4	-2.2	-13.8	-5.8
Cc1cccc(CCNC(=O)CCNS(=O)(=O)c2cc(Br)cnc2N)c1	10.8	-1.1	-17.2	15.0	-19.1	14.6	0.5	-2.8	-1.1	-3.1	-1.4
CCOc1cc(/C=N/NC(=O)c2ccc3c(c2)OCCO3)cc(Br)c1O	-19.7	-5.2	-41.5	-8.9	3.2	-11.4	-18.0	-2.6	-3.8	-39.1	-41.6
Cc1ccn(CC(=O)NC2CCCN(Cc3ccc(CC(C)C)cc3)C2)n1 (stereo not given)	2.9	-5.8	-0.3	2.9	23.4	-2.8	-1.5	7.0	-4.7	11.9	6.6
Cc1ccc(S(=O)(=O)N(C)C)cc1NC(=O)c1cc(-c2ccncc2)nc2ccccc12	-11.4	-4.5	-2.0	-10.7	11.6	15.6	2.3	-11.1	-6.8	-13.8	-8.6
O=C(NCc1cccnc1)c1ccc(NC(=O)c2ccc(Br)cc2)cc1	-18.4	-7.1	-27.1	4.0	-0.4	12.8	-7.4	-11.3	9.6	19.4	61.2
COC(=O)COc1cc(Br)c(/C=C2/SC(=O)N(CC(=O)N3CCCC3)C2=O)cc1OC	4.8	1.9	-10.9	-19.4	16.2	8.2	-2.3	-5.5	1.5	3.7	-4.3
Cn1c(SCC2CCCO2)nnc1-c1cccc([N+](=O)[O-])c1 (stereo not given)	4.2	-1.1	1.2	-12.0	3.6	-7.0	0.3	-0.8	2.7	5.9	23.3
CCOC(=O)C1CCN(C(=O)c2ccc(N(C)S(=O)(=O)c3ccc(OC)cc3)cc2)CC1	1.6	1.9	4.2	-13.8	1.2	6.2	0.6	-5.5	4.0	-6.4	12.2
NC(=O)C1(N2CCCCC2)CCN(CC(=O)Nc2cc(Cl)ccc2Cl)CC1	8.4	13.9	-1.1	-4.2	10.0	24.9	2.9	1.5	0.1	1.0	10.6
C#CCOCCOCCOCCNc1nc(N2CCN(C(=O)[C@H]([C@@H](C)CC)n3cc([C@@H](N)CC(C)C)nn3)CC2)nc(N2CCN(C(=O)[C@H](CCCCN)n3cc([C@@H](N)CO)nn3)CC2)n1	-8.1	3.9	6.0	-8.0	·	·	32.4	-5.4	0.3	-3.3	-21.0
Cc1ccc(S(=O)(=O)NCCC(=O)Nc2cccc(Cl)c2)cc1	11.8	0.9	-22.4	-14.0	0.1	-4.1	-4.9	-9.3	3.8	-2.9	3.7
CN(C)S(=O)(=O)c1ccc2c(c1)nc(CCC(=O)NCC(=O)Nc1ccc(F)c(F)c1F)n2C	5.5	-9.1	-5.5	4.5	-5.5	0.8	6.0	-5.7	0.2	3.0	2.8
O=C(CN1CCN(S(=O)(=O)c2cc(Br)ccc2Br)CC1)NCc1ccccc1Cl	-10.8	1.2	-0.8	-4.4	3.1	12.7	0.5	-1.3	3.7	-12.4	-25.7
Cc1c(NC(=O)C(C)N2CC(C)OC(C)C2)c(=O)n(-c2ccccc2)n1C (stereo not given)	-6.5	-0.6	-1.5	-0.4	-5.8	-15.7	-4.2	-4.0	10.1	12.8	10.7
O=C(COc1ccc2ccccc2c1)Nc1ccc2c3c(cccc13)CC2	4.4	3.7	-14.8	-22.9	12.4	-0.5	2.7	-12.3	9.8	-21.1	2.3
Cc1coc2cc3oc(=O)cc(C)c3cc12	17.7	-4.5	4.2	-25.5	-19.7	10.8	5.1	-7.9	5.2	-39.0	-1.2
O=C(/C=C/c1ccc(O)c(O)c1)OCCc1ccccc1	-38.2	10.1	-29.4	30.1	3.8	4.1	1.2	11.1	-2.9	-41.0	-67.3
N#CCCN(Cc1ccccc1)C(C(=O)NC1CCCCC1)c1cc2ccccc2o1 (stereo not given)	-12.1	·	-5.0	33.7	12.7	-9.9	-0.2	-5.5	13.7	34.3	2.9
O=C(NC1CCCCCC1)c1ccc(Br)o1	-37.9	2.2	-15.5	-5.7	-11.3	-40.6	-9.2	5.6	2.5	-20.7	-29.9
CCN(CC)S(=O)(=O)c1ccc(-n2cnc3cc(C)c(C)cc32)nc1	-30.3	2.9	-13.4	6.3	5.2	-19.4	-14.6	0.0	-3.4	-12.0	-6.4
CC1=CC(c2ccc(Cl)cc2)n2nc(NC(=O)CCCC(=O)O)nc2N1 (stereo not given)	5.9	4.2	4.7	19.5	16.5	-15.0	9.3	2.5	-6.5	12.3	9.8
COc1ccc(C(=O)CSc2cc(C)[nH]c(=O)n2)cc1	-112.8	6.3	-111.8	-96.9	-49.1	-63.4	-2.6	-7.1	-21.6	5.0	-130.9
Cc1c(NC(=O)C(C)Sc2ncnc3ccccc23)c(=O)n(-c2ccccc2)n1C (stereo not given)	12.4	-15.2	1.0	5.6	-2.2	8.7	21.9	-5.8	6.6	-4.3	-0.8
C[C@H](NC(=O)CC[C@H]1O[C@@H](n2ccc(=O)[nH]c2=O)[C@H](O)[C@@H]1O)c1cccc2ccccc12	2.1	·	0.8	6.0	8.4	-20.2	-4.2	0.9	-11.6	1.5	0.8
C/C(=N/NS(=O)(=O)c1ccc(C)cc1)c1cccc(NC(=O)c2cccc(Cl)c2)c1	4.4	0.6	0.4	-2.0	-36.9	-19.0	1.8	-3.1	-2.5	-26.6	-34.6
O=C(Nc1ccc(CCC(=O)N2CCCC2)cc1)c1ncn[nH]1	-2.5	-7.9	-23.6	-13.9	-16.6	-12.9	18.2	-11.5	5.7	9.5	-24.5
COc1cccc(NC(=O)[C@H](C)NC(=O)N2CCn3c2nc2ccccc23)c1	1.1	-3.6	-6.6	-8.7	-19.7	-14.1	-0.8	1.5	6.2	-30.2	5.8
CC(C)(C)OC(=O)N1CCc2onc(-c3ccccc3F)c2C1=O	-17.6	1.8	-24.3	-6.0	4.5	3.6	6.1	2.7	5.4	1.7	-0.4
CCOc1ccc(Cn2c(=O)oc3ccc(C)cc32)cc1OC	-1.9	-5.6	3.6	18.0	6.8	-6.4	-3.9	-9.3	-2.0	-2.5	15.5

High-throughput results deposited in PubChem by several laboratories.
